TRPC4 act: activators of mouse TRPC4 channel, primary screen, Fluo4 calcium, HEK293 TRPC4beta/mu-opioid cells; Short transient receptor potential channel 4 (Mus musculus), Q9QUQ5; Fluo4 calcium fluorescence; hits give high values; B-score at 10 µM; actives 0.49% (n = 310,000);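 active = B-score above 5 SD of library B-scores, and initial fluorescence ratio not above library mean plus 5 SD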;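 also: positive B-score marks a calcium rise read as TRPC4 activation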
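system = HEK293 cells stably co-expressing mouse TRPC4beta and mu-opioid receptor | schedule = Fluo4 dye loading 45 min at room temperature, 110 s recording | measure = B-scored integrated calcium fluorescence ratio | signal = Fluo4 calcium-sensitive dye fluorescence, kinetic, 1 Hz baseline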
TRPC4 PAM: positive allosteric modulators of TRPC4, primary screen, cell-based, mouse TRPC4beta, HEK293 mu-opioid, Fluo-4 calcium. Short transient receptor potential channel 4 (Mus musculus), Q9QUQ5. DAMGO EC20, Fluo-4 Ca2+ flux; hits give high values. B-score at 10 µM. actives 0.42% (n = 310,000);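 active = B-score of calcium response area above 5 SD of library B-scores, with initial fluorescence ratio within 5 SD of library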;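 also: B-score of integrated fluorescence ratio over time as area under calcium response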
TRPC6 inh: mouse TRPC6 channel inhibitors, primary screen, cell-based, HEK293, membrane potential dye; B-score at 10 µM; Short transient receptor potential channel 6 (Mus musculus), Q61143; actives 1.1% (n = 310,000); ACh-evoked depolarization; hits give low values; AID 2553, 2010;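 active = B-score under library mean minus 3 SD, initial fluorescence not abnormally high, positive integrated signal ratio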;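 also: B-score derived from integrated fluorescence ratio over the kinetic read; more negative B-score means stronger inhibition of depolarization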
Target sequence (Q61143 whole entry, looked up): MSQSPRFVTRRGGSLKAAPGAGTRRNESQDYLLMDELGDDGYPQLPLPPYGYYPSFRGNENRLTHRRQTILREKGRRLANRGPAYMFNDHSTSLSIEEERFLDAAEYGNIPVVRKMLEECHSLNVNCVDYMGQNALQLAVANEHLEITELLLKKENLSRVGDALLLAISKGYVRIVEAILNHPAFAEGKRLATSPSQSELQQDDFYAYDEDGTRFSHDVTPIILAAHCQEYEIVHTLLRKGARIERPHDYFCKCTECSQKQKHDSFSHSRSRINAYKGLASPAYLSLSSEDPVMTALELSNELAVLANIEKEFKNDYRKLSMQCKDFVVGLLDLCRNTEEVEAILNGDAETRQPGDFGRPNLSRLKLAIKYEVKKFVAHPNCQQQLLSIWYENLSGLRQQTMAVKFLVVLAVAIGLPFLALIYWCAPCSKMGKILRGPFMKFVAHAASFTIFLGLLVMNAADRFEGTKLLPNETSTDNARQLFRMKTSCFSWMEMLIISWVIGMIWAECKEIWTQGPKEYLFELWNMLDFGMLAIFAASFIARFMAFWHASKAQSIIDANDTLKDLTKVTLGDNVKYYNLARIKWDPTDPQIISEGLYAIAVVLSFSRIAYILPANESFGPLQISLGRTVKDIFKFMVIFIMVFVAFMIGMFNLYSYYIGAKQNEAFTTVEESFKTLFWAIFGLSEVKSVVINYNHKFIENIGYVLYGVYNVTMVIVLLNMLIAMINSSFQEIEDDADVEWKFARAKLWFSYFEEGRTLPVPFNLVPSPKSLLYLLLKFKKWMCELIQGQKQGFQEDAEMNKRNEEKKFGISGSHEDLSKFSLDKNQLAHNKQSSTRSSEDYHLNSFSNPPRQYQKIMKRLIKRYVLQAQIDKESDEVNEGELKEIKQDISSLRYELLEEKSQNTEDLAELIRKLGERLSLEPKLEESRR
aSyn 5UTR inh: MLPCN primary screen, SNCA 5' untranslated region; alpha-synuclein 5'UTR reporter, inhibitor activity; inhibition, % (tested at 7.5 µM); actives 0.82% (n = 300,000); AID 1813, 2009; in the data active = inhibition above about 60%; inconclusive = no clear call, values can overlap the other calls;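 also: H4 neuroglioblastoma cells stably carrying SNCA 5'UTR luciferase fusion; 0% = DMSO wells and 100% = positive control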
TRPC6 activator: mouse TRPC6 channel activators, primary screen, cell-based, HEK293, membrane potential dye. HEK293-TRPC6 membrane potential dye fluorescence; hits give high values. B-score at 10 µM. Short transient receptor potential channel 6 (Mus musculus), Q61143. actives 0.13% (n = 310,000);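 active = B-score of the integrated fluorescence ratio above library mean plus 3 SD, and starting fluorescence ratio within library mean plus 5 SD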;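 also: higher score means more depolarization so channel activation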
HIF act: HIF pathway transcriptional activators, primary screen, cell-based, U2OS HRE-luciferase, luminescence. AID 1910, 2009. activation, % at 7.5 µM (by protocol). U2OS HRE-luciferase reporter; normalized: DMSO 0%, desferrioxamine 100%. actives 0.32% (n = 300,000);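 active = mean activation of at least 10% of the iron chelator positive control signal, with at least half of replicates also reaching 10%; inconclusive = mean and replicate majority disagree about reaching 10%; inactive = mean and most replicates under 10%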
KLF5 inhibitor: KLF5 expression inhibitors, primary screen, DLD-1 cells, luminescence; actives 0.23% (n = 290,000); DLD-1 KLF5 promoter-luciferase reporter; inhibition, % at 5 µM;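 active = inhibition above a per-plate limit of that plate's mean compound inhibition plus 3 SD, cut at about 60% in these data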;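 also: 0% = DMSO wells and 100% = LY294002 at 200 µM; higher means less KLF5 promoter-driven luciferase light; inactives centre near -14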
TRPC4 inh: inhibitors of mouse TRPC4 channel, primary screen, Fluo4 calcium, HEK293 TRPC4beta/mu-opioid cells | Short transient receptor potential channel 4 (Mus musculus), Q9QUQ5 | DAMGO-evoked Fluo4 calcium flux; hits give low values | B-score at 10 µM | actives 0.39% (n = 300,000);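 active = B-score over 3 SD under the library average, no early fluorescence shift, positive overall ratio signal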
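Material: HEK293 cells with stable TRPC4beta plus mu-opioid receptor expression / Probe or stimulus: DAMGO in two steps, submaximal then maximal / Compound: single concentration per test compound / Technique: kinetic Fluo4 fluorescence imaging of calcium influx / Read-out: per-well B score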
MrgX1 antag: antagonists of human MrgX1 receptor, primary screen, HEK293 cells, Fluo-4 calcium flux. Mas-related G-protein coupled receptor member X1 (Homo sapiens), Q96LB2. AID 588676, 2011. B-score at 10 µM. actives 1.3% (n = 310,000). BAM8-22 antagonism; hits give low values;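 active = calcium-response B-score plate-corrected more than 3 library SD below zero, starting fluorescence within 5 deviations, no agonist response on first addition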;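 also: peak minus trough fluorescence over baseline after final BAM8-22 challenge near maximal dose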
IEC-6 tox: cytotoxicity in IEC-6 intestinal epithelial cells, primary screen, cytotoxicity control for KLF5 inhibitor project, cell-based, luminescence; actives 0.78% (n = 290,000); inhibition, % at 5 µM; IEC-6 cytotoxicity, luminescence viability; in the data active = inhibition above about 22%;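 also: 0% = plate median of test compound wells and 100% = cytotoxic reference compound wells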
SKKanGAS inh: S. pyogenes SKKanGAS growth inhibitors in kanamycin, primary screen, streptokinase expression inhibitor project, SKKanGAS strain, BacTiter-Glo luminescence; 6 h; AID 1662, 2009; inhibition, % at 7.5 µM; actives 1.3% (n = 300,000);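 active = mean replicate score, as percent of positive control median, at least 50; inconclusive = mean below 50 but one replicate at or above 50; inactive = mean and every replicate below 50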;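 also: strain carries kanamycin resistance gene driven by streptokinase promoter and grows in 40 µg/ml kanamycin; loss of luminescence reflects streptokinase promoter inhibition or plain growth inhibition; 0% = median of DMSO wells and 100% = positive control at its reference dose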
* hit, by the source's call; i = inactive; ? = inconclusive; · = no result given.

Each structure is followed by: SKKanGAS inh	TRPC4 act	TRPC4 inh	HIF act	IEC-6 tox	TRPC6 inh	KLF5 inhibitor	aSyn 5UTR inh	MrgX1 antag	TRPC4 PAM	TRPC6 activator
> O=C(Nc1ccc2c(c1)nc1n2CCN(C2CCCCC2)C1)NC1CCCCC1
 : 9.2	i	i	0.1	1.1	i	-22.5	-5.6	i	i	i
> Cc1cc(C)nc(SCC(=O)c2ccc(C)c(C)c2)n1
 : -1.8	i	i	-0.4	3.7	i	-10.5	-13.8	i	i	i
> CC1(C)N=C(N)NC(Nc2ccc(Br)cc2)=N1
 : 0.3	i	i	0.0	2.2	i	-15.2	13.1	i	i	i
> O=C(c1ccc(CN2CCc3ccccc3C2)cc1)N1CCN(c2ccc(F)cc2)CC1
 : 10.1	i	i	-1.3	1.2	i	-17.0	-12.9	i	i	i
> CS(=O)(=O)Nc1ccc([N+](=O)[O-])cc1Oc1ccccc1
 : -2.7	i	i	0.3	-4.3	i	-9.3	1.4	i	i	i
> C=CCSc1nnc(-c2cnn(-c3ccccc3)c2-n2cccc2)n1C
 : -2.3	i	i	-1.3	5.5	i	-11.1	2.1	i	i	i
> CCOC(=O)c1nnn(CC(=O)N2N=C(c3ccccc3)CC2c2ccccc2)c1C(=O)OCC (stereo not drawn)
 : 16.7	i	i	0.7	4.6	i	5.5	7.6	i	i	i
> CN1C=C(C(F)(F)F)C=C/C1=C(\C#N)c1nnc2n1CCCCC2
 : -0.7	i	i	-0.2	-12.4	i	-55.1	15.1	i	i	i
> Cc1cc2cc(CCNC(=O)c3ccc(C)c([N+](=O)[O-])c3)c(=O)[nH]c2cc1C
 : 0.5	i	i	-0.4	0.4	i	-1.9	14.6	i	i	i
> Cc1nc(/C=C\C(=O)O)c2cc(C)oc2n1
 : -2.4	i	i	-0.2	-1.2	i	-9.3	-24.9	i	i	i
> CCOC(=O)c1c(C)nc(-c2ccccc2)nc1N
 : -1.1	i	i	3.0	0.9	i	-28.5	-119.6	i	i	i
> O=C(CSc1cn[nH]n1)Nc1ccc(O)c(C(=O)O)c1
 : 1.3	i	i	-0.2	0.7	i	-17.9	-9.3	i	i	i
> CC(OC(=O)CCC(=O)c1cccs1)C(=O)Nc1ccccc1[N+](=O)[O-] (stereo not drawn)
 : -7.6	i	i	-0.2	-3.4	i	18.9	-9.4	i	i	i
> Cc1ccc(S(=O)(=O)[N-]c2nc3ccccc3nc2-n2cc[n+](Cc3ccccc3)c2)cc1
 : 14.9	i	i	-0.6	3.3	i	-22.6	-97.1	i	i	i
> COC(=O)C(NC(=O)CCC(=O)NC(C(=O)OC)c1ccccc1)c1ccccc1 (stereo not drawn)
 : -5.6	i	i	0.0	0.1	i	-11.7	21.1	i	i	i
> Cc1cc(N/N=C/c2ccc(F)cc2)nc(NCc2ccccc2)n1
 : 5.0	i	i	-1.2	-1.0	i	-7.3	-59.1	i	i	i
> Clc1ccccc1N/N=C/c1ccc2c(c1)OCO2
 : -5.3	i	i	4.5	4.0	i	-71.4	-176.2	i	i	i
> CC(=O)N/C(=C\c1ccc(C)o1)C(=O)NCc1ccccc1
 : -0.8	i	i	-0.4	-1.8	i	-23.7	15.2	i	i	i
> CCc1ccccc1NC(=O)c1ccc2nc(N3CCOCC3)sc2c1
 : -4.7	i	i	0.2	6.6	i	-37.2	-6.7	i	i	i
> CCOC(=O)C(Cc1ccccc1)c1ccnc2ncnn12 (stereo not drawn)
 : 2.8	i	i	-0.3	-3.7	i	-14.5	8.2	i	i	i
> COc1ccc(Br)cc1/C=c1\sc2nc(-c3ccco3)nn2c1=O
 : 11.8	i	i	-0.3	·	i	·	11.0	i	i	i
> COc1cccc(CN(C)C(=O)CSCC(=O)Nc2cc(C)on2)c1OC
 : 4.1	i	i	0.4	·	i	·	6.0	i	i	i
> Cc1nc(SCC(=O)Nc2cccnc2Cl)nc(C)c1C
 : -1.5	i	i	-0.5	3.5	i	-11.8	-7.5	i	i	i
> COc1cccc(C(=O)NCC(=O)N/N=C/c2cccc(OC(=O)c3ccc([N+](=O)[O-])cc3)c2)c1
 : 10.1	i	i	0.1	-0.7	i	-19.2	4.9	i	i	i
> CCc1ccc(NC(=O)c2ccccc2NC(=O)C2CCCO2)cc1 (stereo not drawn)
 : -7.5	i	i	2.4	-1.1	i	-121.9	-244.4	i	i	i
> COc1ccc(CC(=O)NNC(=S)Nc2ccccc2)cc1Cl
 : -5.5	i	i	-0.2	-0.2	i	-33.3	0.0	i	i	i
> Cc1cccc(CSc2nnc([C@@H]3CCCN3)o2)c1
 : 3.4	i	i	0.1	2.7	i	-30.9	12.9	i	i	i
> Cn1c(N)c(C(=O)COC(=O)C2CCCN2C(=O)c2cccs2)c(=O)n(C)c1=O (stereo not drawn)
 : 0.4	i	i	-0.5	3.3	i	-8.7	11.1	i	i	i
> CCN(CC)CCN(Cc1cc2cc3c(cc2[nH]c1=O)OCO3)C(=S)NCCOC
 : -0.7	i	i	-24.0	-2.5	i	1.9	-11.3	i	i	i
> O=C(CSc1nc(NS(=O)(=O)c2ccccc2)cc(=O)[nH]1)Nc1ccccc1Cl
 : 13.7	i	i	-0.6	2.1	i	-11.3	7.3	·	i	i
> CCCC[C@@H]1CNC(=S)N1CCc1cccc2ccccc12
 : 16.1	i	i	-0.5	-5.8	i	6.6	16.9	i	i	i
> CCN(CC)C(=O)Oc1ccc(NC(C)=O)cc1
 : 0.0	i	i	-0.7	-2.0	i	-42.1	11.0	i	i	i
> COc1ccccc1NC(=O)COC(=O)CN1C(=O)C(=O)c2ccccc21
 : 1.0	i	i	0.4	5.8	i	-19.6	5.0	i	i	i
> Cc1ccc2nc(-c3ccc(NC(=O)CSc4nccc(=O)[nH]4)cc3)sc2c1
 : 19.9	i	i	2.8	2.5	i	-140.1	-48.1	i	i	i
> Cc1ccc(C)c(S(=O)(=O)N2CCN(C(=O)CCNS(=O)(=O)c3ccc(C)c(C)c3)CC2)c1
 : -3.3	i	i	-0.9	·	i	·	29.6	i	i	i
> CCOc1ccc(-c2c(C(=O)N/N=C/c3ccc(C)cc3)nnn2-c2nonc2N)cc1
 : 3.1	i	i	0.7	-4.5	i	9.8	-0.7	i	i	i
> Cc1ccc(SCc2cc(=O)n3ccsc3n2)c(C)c1
 : -1.2	i	i	2.1	3.4	i	-86.7	-78.9	i	i	i
> CCNC(=O)CSc1nnc(-c2cccs2)o1
 : 4.0	i	i	-0.2	-1.4	i	-34.0	-9.8	i	i	i
> CCN(CC)c1nc(C(F)(F)F)nc2c1nnn2Cc1ccccc1
 : 57.8*	i	i	-1.1	-1.4	i	6.0	31.8	i	i	i
> COc1cccc(/C=C/C(=O)OCC(=O)c2ccc(S(=O)(=O)N3CCCCC3)cc2)c1OC
 : 0.6	i	i	0.2	·	i	·	-4.8	i	i	i
> Cc1nnc(SC(C)C(=O)Nc2ccc(Cl)cn2)n1Cc1ccccc1 (stereo not drawn)
 : -8.4	i	i	0.2	4.0	i	5.7	5.2	i	i	i
> COc1cccc2c1OC1(C)CC2/C(=C(\C)O)C(=O)N1 (stereo not drawn)
 : ·	i	i	0.1	4.6	i	-27.6	11.1	i	i	i
> COc1ccc(N/C(N)=N/c2nc(CSc3ccc(C)cc3)cc(=O)[nH]2)cc1
 : 0.6	i	i	1.5	1.9	i	-25.5	14.2	i	i	i
> CCCC[C@@H]1CNC(=S)N1CC1CCCCC1
 : -3.0	i	i	1.1	·	i	·	20.9	i	i	i
> COc1ccc(S(=O)(=O)Nc2c3ccccc3nc(=O)n2-c2ccccc2)cc1
 : -0.3	i	i	-2.0	-0.8	i	-45.5	30.8	i	i	i
> CCCCC(=O)NCc1ccccc1Cl
 : 5.8	i	i	1.0	-1.6	i	-11.1	2.3	i	i	i
> O=C(NCCc1ccccc1)c1ncn[nH]1
 : 3.8	i	i	0.2	2.3	i	-15.6	-16.6	i	i	i
> Cc1cc(C)c2nc(N3CCC(C(=O)NCCCN4CCCCC4)CC3)sc2c1
 : 1.2	i	i	0.3	6.7	-8.8*	-21.8	-32.9	i	i	i
> COc1ccc(S(=O)(=O)N2CCN(C3CC4CCC3C4)CC2)cc1 (stereo not drawn)
 : -2.5	i	i	0.0	-1.0	i	-27.6	-22.0	i	i	i
> CC(=O)c1sc(NC(=O)CCCOc2ccc(Cl)cc2)nc1C
 : 2.9	i	i	·	-0.2	i	-15.0	·	i	i	i
> O=C(C1CCCN(Cc2cccnc2)C1)N1CCCCC1 (stereo not drawn)
 : -2.6	i	i	-0.3	6.6	i	-21.4	-3.0	i	i	i
> Cc1cc2ccc3ccccc3c2cc1CN(C)C
 : -1.7	i	i	?	0.1	i	-52.0	-75.9	i	i	i
> COC(=O)c1ccsc1NC(=O)CN1C(=O)CCC1=O
 : -1.7	i	i	-0.1	·	i	·	-4.3	i	i	i
> CC1(c2ccc(Cl)c(Cl)c2)NC(=S)N2C1NC(=S)N2c1ccccc1 (stereo not drawn)
 : 13.0	i	i	-0.6	-3.0	i	-6.1	-9.9	i	i	i
> CCCn1c(NC(=O)c2ccccc2Br)nc2ccccc21
 : 57.9*	i	i	0.8	5.1	i	-29.4	21.4	i	i	i
> O=C(Nc1c(Cl)cccc1Cl)C1CCN(C(=O)c2cccs2)CC1
 : 3.0	i	i	0.0	-0.8	i	-7.5	5.2	i	i	i
> c1ccc2c(c1)nc(Nc1ccc3c(c1)OCO3)c1nnnn12
 : 11.8	i	i	2.3	3.0	i	-67.0	-3.2	i	i	i
> COc1ccc(S(=O)(=O)N2CCC(C(=O)N3CCCCC3)CC2)cc1OC
 : 1.1	i	i	0.1	-1.8	i	-32.9	16.4	i	i	i
